Screening data (PubChem BioAssay)
S1P1 ag-PAM: S1P1 (human) agonism or agonism potentiation; hit rate 0.57% among 56,000; S1P1 CRE-bla cells, forskolin, beta-lactamase FRET, potentiator mode; S1P1 agonist co-added at EC20, 2 nM; 100% = saturating reference agonist, 0% = basal; activation, % at 9.5 µM; P21453;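 active = activation above a cutoff set at the mean activation of all tested compounds plus 3 SD, cut at about 54% in these data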;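 note: forskolin at 4 µM as EC80 and the EC20 agonist is SEW2871; 100% = SEW2871 at its EC100 plus forskolin at EC80; some compounds past the cut are filed as inactive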
S1P3 agonist: S1P3 (human) receptor agonism; S1P3 NFAT-BLA reporter cells, FRET ratio; relative to 1 µM S1P, basal subtracted; activation, % at 4.5 µM; hit rate 0.1% among 60,000;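 active = activation above the screen-wide mean plus 3 SD, cut at about 4.5% in these data, passing the limit was not always enough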; note: some compounds called inactive have numbers as strong as hits
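Material: Human S1P3 NFAT-BLA reporter CHO cells | Incubation: Overnight plating, 4 h compound 37 °C, 2 h substrate RT | Signal: FRET β-lactamase substrate fluorescence, excitation 405 nm, 460/535 nm emission ratio, background-subtracted | Compound: 4.5 µM final, single dose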
SF-1 act: activates the human nuclear receptor SF-1; activation, % at 10 µM; hit rate 1.9% among 65,000; CHO-K1 Gal4-SF-1 LBD luciferase reporter; % increase over DMSO SF-1-specific signal; AID 522;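 active = activation above the mean activation of all tested compounds plus 3 SD, cut at about 50% in these data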
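Material: Gal4–SF-1 LBD one-hybrid luciferase reporter in CHO-K1 cells | Amount: 4,000 cells per well | Compound dosing: 10 µM single point, 1% DMSO | Schedule: 20 h compound treatment, 37 °C | Measured by: SteadyLite luciferase luminescence | Evaluation: Percent activation versus DMSO | Control set: DMSO-treated SF-1-transfected cells as negative, DMSO-treated mock-transfected cells lacking SF-1 as background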
AP complement: alternative pathway complement inhibition, orthogonal assay. AID 1235. Human serum alternative complement pathway, LPS-coated ELISA, C3 deposition; tested in compound mixtures. hit rate 0.08% among 62,000. inhibition, % at 5 µM;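 active = inhibition above 30% in each of the two pooled mixtures holding the compound, so the lower value exceeds 30%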;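 note: 0% = serum in Mg-EGTA without compound and 100% = EDTA serum blank; some compounds past the cut are filed as inactive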
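Test system: human serum alternative complement pathway, C3 deposition on LPS-coated wells; also added: Plate-bound LPS; doses: 5 µM per compound in ten-compound mixtures; schedule: 1 h at 37 °C; detection: Anti-C3 ELISA, OD 450 nm; evaluation: percent inhibition of C3 deposition onto LPS; repeats: two pool placements per compound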
5HT1E ag: agonists of human 5-HT1E serotonin receptor; P28566; CHO 5-HT1E Ga15 NFAT-bla reporter, FRET; 0% DMSO wells, 100% control agonist wells; activation, % at 6 µM; hit rate 0.69% among 65,000;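 active = activation above a set limit, the screen-wide mean activation plus 3 SD, cut at about 8.5% in these data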;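 note: 100% = positive control agonist at 1 µM giving full maximal response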
Target sequence (P28566 whole entry, looked up): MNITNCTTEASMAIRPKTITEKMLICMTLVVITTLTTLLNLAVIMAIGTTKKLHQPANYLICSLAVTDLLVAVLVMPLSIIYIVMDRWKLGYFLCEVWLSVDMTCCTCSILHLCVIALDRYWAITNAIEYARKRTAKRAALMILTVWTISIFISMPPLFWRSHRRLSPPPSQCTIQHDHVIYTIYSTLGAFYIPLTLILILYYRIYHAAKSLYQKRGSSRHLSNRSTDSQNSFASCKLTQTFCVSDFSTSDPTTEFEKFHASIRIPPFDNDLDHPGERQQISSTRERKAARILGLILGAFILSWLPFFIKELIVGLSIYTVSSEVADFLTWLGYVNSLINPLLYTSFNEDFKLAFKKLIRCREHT
RORA act: activates the human nuclear receptor RORA | hit rate 1.5% among 65,000 | activation, % at 10 µM | CHO-K1 Gal4-RORA LBD luciferase reporter, luminescence; percent increase over mock-subtracted basal signal | P35398;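 active = activation above the mean of all tested compounds plus 3 SD, cut at about 49% in these data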;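 note: 0% = DMSO-treated RORA cells and 100% = added signal equal to DMSO minus mock-transfected cells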
Target sequence (P35398 whole entry, looked up, the tested form may be a part): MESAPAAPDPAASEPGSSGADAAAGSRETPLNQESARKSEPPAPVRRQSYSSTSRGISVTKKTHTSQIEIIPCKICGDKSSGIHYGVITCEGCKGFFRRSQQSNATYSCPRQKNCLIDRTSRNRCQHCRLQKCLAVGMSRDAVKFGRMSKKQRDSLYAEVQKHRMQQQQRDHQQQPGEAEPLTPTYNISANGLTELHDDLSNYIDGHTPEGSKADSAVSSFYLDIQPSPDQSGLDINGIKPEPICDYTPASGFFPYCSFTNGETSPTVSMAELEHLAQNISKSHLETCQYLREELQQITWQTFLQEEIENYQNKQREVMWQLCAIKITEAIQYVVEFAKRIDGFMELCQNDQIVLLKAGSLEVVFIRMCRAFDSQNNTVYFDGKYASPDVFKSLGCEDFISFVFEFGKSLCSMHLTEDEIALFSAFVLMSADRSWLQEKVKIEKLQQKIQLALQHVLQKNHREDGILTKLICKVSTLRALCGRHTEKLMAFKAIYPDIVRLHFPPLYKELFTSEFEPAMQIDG
5HT1a antag: blocks the human serotonin 5-HT1a receptor; P08908; CHO 5-HT1a Ga15 NFAT-bla reporter, antagonist mode; inhibition, % at 10 µM; hit rate 0.68% among 62,000; AID 612;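 active = inhibition above the mean of all tested compounds plus 3 SD, cut at about 43% in these data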;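 note: receptor stimulated by 5-CT agonist at 100 nM near EC80; beta-lactamase reporter measured by ratiometric fluorescence of a cleavable substrate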
HTR1E antagonist: blocks the human 5-HT1E serotonin receptor | P28566 | CHO 5-HT1E Ga15 NFAT-bla reporter, FRET, antagonist | inhibition, % at 6 µM | hit rate 0.99% among 65,000 | AID 571;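 active = inhibition above a set limit, the mean inhibition across every tested compound plus 3 SD, cut at about 29% in these data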;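 note: signal is the 460 over 535 nm emission ratio of beta-lactamase substrate; 0% = agonist plus DMSO wells and 100% = wells without agonist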
Ecoli tolC: growth inhibitors of E. coli BW25113 tolC mutant; hit rate 2.2% among 65,000; AID 573; OD615; growth inhibition, % at 10 µM (by protocol);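 active = growth inhibition at or above a cutoff equal to the mean over every tested compound plus 3 SD, cut at about 60% in these data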;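 note: growth measured after 20 h incubation at 37 °C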
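Test system: tolC-deleted E. coli BW25113 | Medium: LB with kanamycin 50 µg/mL | Compound dosing: Single concentration, 10 µM final per compound | Schedule: 37 °C, 20 h exposure | Measured by: OD at 615 nm | Evaluation: Percent growth inhibition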
Active calls of the source: *; i = inactive; · = no result given.

SMILES	S1P1 ag-PAM	S1P3 agonist	SF-1 act	AP complement	5HT1E ag	RORA act	5HT1a antag	HTR1E antagonist	Ecoli tolC
CCOC(=O)C1CCCN(C(=O)c2cc3c(-c4cccc(OC)c4)nn(C)c3s2)C1 (centres undefined)	-10	-1.0	-18	1	1.2	4	16	26	48
Cc1noc(C)c1CSCC(=O)N1CCN(c2ccc(F)cc2)CC1	6	-0.9	-26	13	-0.2	-18	2	2	-4
O=S(=O)(c1ccc2c(c1)OCCO2)N1CCC(O)(c2ccc(Cl)cc2)CC1	37	-0.4	9	-12	-0.8	13	3	5	25
Cc1ccc(C(=O)NCCNS(=O)(=O)c2ccccc2)cc1	·	·	0	19	-1.7	-23	0	10	-9
COC(=O)C(C)Sc1nc2c(c(=O)[nH]c(=O)n2C)n1CCC(C)C (centres undefined)	4	-0.9	-4	·	-0.3	20	-4	7	4
CCOc1ccc(C2C(=O)N(C3CCCCC3)CC(=O)N2CC2CCCO2)cc1OC (centres undefined)	·	·	2	1	0.8	5	-14	10	-10
O=C1N=C(N2CCCCC2)SC1=C1CCCC1	-3	-0.7	25	14	0.3	33	-3	8	4
COc1ccc(S(=O)(=O)N2CCCN(CC(=O)C(C)(C)C)CC2)cc1	11	-0.8	6	23	-1.3	0	15	5	-11
CCOC(=O)N1CCC(NC(=O)CCc2c(C)nc3ncnn3c2C)CC1	-26	0.0	-1	8	0.2	-15	-9	-13	-11
Cc1nnc(SC(C)C(=O)Nc2ccc(S(=O)(=O)N3CCCCC3)cc2)s1 (centres undefined)	-4	-0.2	-8	16	-0.2	-8	-2	0	16
CCOC(=O)C(NC(=O)c1ccccc1OCC)(Nc1ncccn1)C(F)(F)F (centres undefined)	-17	-0.2	-2	3	1.1	3	7	10	2
c1ccc(C(c2ccccc2)N2CCN(Cc3nnnn3C3CCCC3)CC2)cc1	-4	-0.3	14	9	0.9	-15	-11	-3	49
CCOC(=O)c1oc2c(C)c(O)ccc2c(=O)c1-c1nncn1-c1ccccc1	24	-1.1	-2	-3	-1.6	-20	3	-9	1
CCS(=O)(=O)N1CCCC(C(=O)NC2CCCCC2C)C1 (centres undefined)	-22	-0.7	6	20	-0.8	7	2	-2	-17
CC(=O)c1cccc(NC(=O)NCCS(C)=O)c1 (centres undefined)	18	0.0	-8	-4	1.4	18	-3	6	·
COc1ccc(-c2nnn(CC(=O)N(Cc3cccs3)C(C)C(=O)NC3CCCC3)n2)cc1OC (centres undefined)	-8	-0.9	1	13	-0.7	-23	-5	10	-12
CCOc1ccc(C2C(C#N)=C(N)Oc3cc(C)n(CCN(C)C)c(=O)c32)cc1OCC (centres undefined)	-1	0.3	3	14	0.3	9	7	-8	-19
COc1ccccc1C1=Nn2c(nnc2C2CCCCC2)SC1	-16	0.5	2	1	0.8	-11	-4	19	15
O=C(c1cnc2n(c1=O)CCS2)N(C1CCCCC1)C1CCCCC1	0	-0.8	-1	7	-0.6	3	-7	12	8
CCCNC(=O)CS(=O)(=O)Cc1nc(-c2cccc(OC)c2)oc1C	-20	-0.2	-21	17	0.0	10	17	7	-11
CCOC(=O)C1C(=O)CC(C)(O)C(C(=O)OCC)C1c1cc(Br)ccc1OC (centres undefined)	·	·	-13	21	-0.7	-24	14	-2	7
CCc1ccc2nc3c(c(C(=O)O)c2c1)CCC3	2	-1.8	7	5	-0.2	-24	-6	4	-6
CN1C(=O)NC(c2ccc(O)cc2)C(C(=O)c2cccs2)C1(O)C(F)(F)F (centres undefined)	-22	0.1	-2	16	7.4	-6	-8	1	58
COc1cc(C2NC(=O)NC(C)=C2C(=O)OC(C)(C)C)ccc1OCC(=O)O (centres undefined)	·	0.3	-2	2	1.5	-16	-17	-5	-1
O=C(c1ccccc1)N1CCN(C(=O)c2ccccc2Br)CC1	0	-1.2	5	6	0.3	6	14	4	-4
O=C(CSc1nc2c(c(=O)[nH]1)CCC2)Nc1cccc(Cl)c1	-12	0.0	-5	-15	0.4	18	-10	-4	12
CCC(C)(C)NC(=O)C(c1cccnc1)N(CCOC)C(=O)Cn1nnc2ccccc21 (centres undefined)	12	-1.4	3	18	1.4	-33	9	2	-16
COc1ccc(S(=O)(=O)N(C)CC(=O)Nc2cccc(C(C)=O)c2)cc1	-11	1.1	-6	25	-0.6	-20	-2	-12	9
COc1ccc(Cl)cc1NC(=O)c1cnc2sccn2c1=O	-12	1.1	12	-1	0.9	36	-10	-1	-10
COc1ccc(-c2nnc(SCCC(=O)O)n2C)cc1OC	·	0.4	-14	14	-0.4	8	-3	4	-5

Grouped by structure, the compounds so far containing a tert-butyl group (2)
SMILES	S1P1 ag-PAM	S1P3 agonist	SF-1 act	AP complement	5HT1E ag	RORA act	5HT1a antag	HTR1E antagonist	Ecoli tolC
COc1ccc(S(=O)(=O)N2CCCN(CC(=O)C(C)(C)C)CC2)cc1	11	-0.8	6	23	-1.3	0	15	5	-11
COc1cc(C2NC(=O)NC(C)=C2C(=O)OC(C)(C)C)ccc1OCC(=O)O (centres undefined)	·	0.3	-2	2	1.5	-16	-17	-5	-1

(list continues)
SMILES	S1P1 ag-PAM	S1P3 agonist	SF-1 act	AP complement	5HT1E ag	RORA act	5HT1a antag	HTR1E antagonist	Ecoli tolC
CC1=CC(C)(C)N2C(=O)C3(N=C(N)NC(Nc4ccccc4)=N3)c3cc(C)cc1c32 (centres undefined)	·	-0.2	-3	5	5.1	-6	8	4	58
COc1cccc(-c2nnc(SCCC(=O)O)n2C)c1	2	0.6	10	22	-0.1	-4	-8	6	-24
CC(C)NC(=O)C1CCN(C(=O)C(C(=O)c2ccccc2)n2cc(Cl)ccc2=O)CC1 (centres undefined)	23	-0.6	10	11	-0.4	8	12	16	0
CSc1nc(-c2ccccc2)nc(N2CCN(C)CC2)c1C(C)=O	-4	-1.4	14	5	0.9	-2	24	12	0
CCOc1c(C)cc(-c2ncccc2O)cc1C	1	-0.4	-15	13	-0.8	4	10	3	9
Cc1ccc(Cn2nc(C)c(NC(=O)c3cc(-c4ccco4)on3)c2C)cc1	-3	-0.1	-12	19	-0.5	-13	14	17	-10
O=C(CN1CCN(Cc2ccccc2)CC1)NC(=O)NC1CCCCC1	-20	-0.9	-2	19	-0.1	-18	i	0	-11
Oc1ccccc1Nc1ncnc2c1oc1ccccc12	-1	-0.3	2	7	-0.1	22	20	1	-15
Cc1ccc(OCC(=O)Nc2ccc(-c3nnc(-c4ccco4)o3)cc2)cc1	-18	-0.7	66*	11	-0.3	21	-3	0	-19
Cn1c(=O)n(C)c2cc(NC(=O)c3cc4ccccc4o3)ccc21	-34	-1.2	20	20	0.1	-3	6	5	10
O=S1(=O)N=C(N2CCOCC2)c2ccccc21	·	·	13	11	-1.2	12	-4	-2	-24
O=C(Nc1cccc(Cl)c1)c1ccc2c(=O)n3c(nc2c1)CCCCC3	-12	0.1	59*	9	0.3	24	-129	4	30
O=C1c2ccccc2C(=O)N1CCc1nc2ccccc2c(=O)n1-c1ccccn1	·	-0.8	0	-11	0.3	-6	0	-9	-2
COc1cc(C)ccc1NC(=O)c1ccc(S(=O)(=O)N2CCOCC2)cc1	-10	0.1	14	11	-1.1	-15	8	11	-12
CC(=O)Nc1ccc(NC(=O)c2ccccc2N(C)S(C)(=O)=O)cc1	-6	-0.9	-8	-2	-0.7	-8	-13	-11	-8
O=C(Nc1nccs1)c1ccc(Cl)s1	0	-0.7	58*	20	1.0	47	17	9	16
O=C1CC(c2ccncc2)c2cc3c(cc2N1)OCO3 (centres undefined)	·	-0.5	0	15	-0.3	-8	1	-8	0
Cc1ccc(-n2nc(-c3ccco3)cc2C(=O)NCc2cccnc2)cc1	22	-1.5	8	-10	0.7	7	0	30*	8
O=c1oc2ccccc2c2nccnc12	3	-0.3	-16	2	-0.1	0	-10	-4	-19
COc1cc(C(=O)NCCc2nc3ccccc3n2C)cc(OC)c1OC	·	·	4	·	-0.1	-19	-8	2	5
O=c1c2cc(N3CCOCC3)ccc2[nH]c(=S)n1CCCN1CCCC1	·	·	-2	10	9.6*	7	4	-8	-9
Nc1nc2sc3c(c2cc1C(=O)N1CCOCC1)CCCC3	-6	-1.4	9	11	2.0	38	-4	2	6
CC(C)NC(=O)C(C)n1cccc1C(=O)c1ccccc1 (centres undefined)	3	0.2	-12	9	0.3	17	-2	-8	-5
COc1cc(OC)cc(C(=O)N2CCN(Cc3cccc(F)c3)CC2)c1	7	0.2	1	10	0.0	-7	-15	-7	7
COCCNC(=O)c1cc2c(=O)n3cccc(C)c3nc2n1C	-22	0.0	6	8	0.9	5	-18	0	-11
COCCOC(=O)C1=C(C)NC2=C(C(=O)CC(C)(C)C2)C1c1ccc(N(C)C)cc1 (centres undefined)	-12	0.5	1	9	-0.1	-9	-5	-1	5
Cc1ccc(S(=O)(=O)NC2CCOC(C)(C)C2)cc1 (centres undefined)	-18	-0.8	4	-24	-0.1	-18	-2	0	18
CCOc1ccccc1N1CCN(S(=O)(=O)CC)CC1	·	-0.5	-10	8	0.1	-17	3	4	-10
Cn1c(=O)c2c(nc(Sc3nc4ccccc4n3CC(=O)N3CCCCC3)n2C)n(C)c1=O	-35	0.9	-20	10	-0.4	-4	-2	4	-35
Nc1nnnn1CC(=O)OCc1cccc(Br)c1	-2	-0.4	-9	·	0.1	-14	·	8	6
Cc1ccc(OCc2nnc(SCCN3CCOCC3)n2C)cc1	-6	-1.1	6	18	-1.4	4	12	0	-6
Cc1cc(NC(=O)Cn2nc(C(F)(F)F)c3c2CCC3)n(-c2ccccc2)n1	-14	-0.9	-9	-3	-0.5	-27	12	-15	2
N#C/C(C(=O)Oc1ccccc1)=C1\C=CC=CN1	40	-0.3	35	22	-0.8	58*	1	1	-2
COCC(C)NC(=O)c1ccccc1OC(C)=O (centres undefined)	13	-0.3	-5	25	-0.2	-20	-9	-3	6
CC12C=CC3(CN(Cc4ccccc4)C(=O)C3C1C(=O)NC1CC1)O2 (centres undefined)	·	·	11	2	-0.1	12	-3	-9	-9
Cc1ccc2[nH]c(=O)c(C(c3nnnn3C(C)(C)C)N(Cc3ccco3)CC3CCCO3)cc2c1 (centres undefined)	22	-1.1	1	24	2.5	-14	22	16	-17
CCN(CC)C(=O)CSc1nnc(-c2cnccn2)n1-c1ccc(C)cc1	9	0.0	20	1	0.2	12	-3	-8	-19
CCCCCc1c(C)nc(Nc2ccc(F)cc2)[nH]c1=O	2	-0.8	-17	2	-0.1	21	-4	-3	·
[O-][n+]1onc2c1CCc1c-2nc(-c2ccccc2)n1OCc1ccccc1	7	-0.9	-22	17	0.9	-1	1	4	-13
